# Compound activity deposited in PubChem by National Center for Advancing Translational Sciences (NCATS).
# KCNH2 WT inh: blocks the wildtype human KCNH2 potassium channel; Q12809; U2OS, BacMam KCNH2, thallium flux FluxOr; stronger effect = lower value; activity change, % at 1.84 µM; 340,000 tested, 0.37% active; AID 720551;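 active = maximum activity change below -70%; inconclusive = maximum activity change between -70% and -50%; inactive = maximum activity change above -50%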; note: % is set by controls: 0 for no effect and ±100 for the full control effect
#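 U2OS cells transduced with wild-type KCNH2 virus are loaded with FluxOr dye for 45 min, and thallium flux is measured in kinetic reads before and after stimulation buffer. Rate constants are normalized to DMSO controls.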
# ELG1 repair inh: blocks ELG1-dependent DNA repair in HEK293T cells; HEK293T ELG1-luciferase reporter, luminescence, 16 h; DNA damage induced by 5-fluorouridine; Potency, µM (doses to about 46.1 µM), for the others: at the highest dose activity change, negative = inhibition, usual class: inhibitors; 330,000 tested, 2.3% active; note: potency is the fitted concentration of half-maximal effect; % is set by controls: 0 for no effect and ±100 for the full control effect; nearly all actives have a fitted effect of over 55% in size
#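 Quantitative HTS, concentration-response format. 2,000 cells/well co-treated with 5-fluorouridine and compound, 16 hr in 5% CO2 at 37 °C; ONE-Glo luminescence read after 30 min.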
# TCR act: T cell receptor activation. primary human leukocytes, anti-CD3, IL-2 HTRF, 48 h. Potency, µM (series often up to 9.22 µM), for inactives: at the highest dose activation of IL-2 secretion, most hits filed as activators. 330,000 tested, under 10 active. AID 504894; note: % of control where 0% means no effect
#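 Compounds are tested in HTS on primary human leukocytes co-incubated with a-CD3 beads for 48 hr. IL-2 output is measured by time-resolved FRET.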
# A-T KAP1 phos: candidate therapy for ataxia-telangiectasia; […] A-T fibroblasts, KAP-1 phosphorylation AlphaLISA; neocarzinostatin DNA damage 30 min before lysis; Potency, µM (doses to about 57.5 µM), without a hit: at the highest dose activation, usual class: activators; 320,000 tested, 0.19% active; AID 485349; note: potency is the fitted concentration of half-maximal effect; % of control where 0% means no effect; nearly all actives have a fitted effect of over 45% in size
#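 ATM-like activity read as KAP-1 phosphorylation via AlphaLISA donor/acceptor antibody pairs after lysis and 6 hr at 25C. Cells were ATM-null patient fibroblasts ([…], hTERT), dosed 60 min, then exposed to the DSB inducer NCS for 30 min.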
# TRPV1 ag: human TRPV1 agonism | activation, % at 8.33 µM | Q8NER1 | TRPV1-expressing cells, Fluo-8 calcium influx, agonist mode | 320,000 tested, 0.19% active | AID 540275; in the data active = activation above about 80%; inconclusive = between about 30% and that limit; note: 0% is about no effect
#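 TRPV1-expressing cells were cultured overnight at 35.5C and loaded with Fluo-8 calcium dye for 40 to 90 min at room temperature. After a 10 s baseline, compound was added and calcium influx was read kinetically for 3 min (ex 480/em 520 nm).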
# KCNH2 3.1 inh: blocks the human KCNH2 3.1 channel isoform; activity change, % (tested at about 1.8 µM); 340,000 tested, 0.95% active; U2OS KCNH2 3.1, thallium flux FluxOr; stronger effect = lower value; AID 720553;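 active = maximum activity change below -70%; inconclusive = maximum activity change from -70% to -50%; inactive = maximum activity change above -50%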;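 note: thallium influx rate constant from kinetic fluorescence after stimulation buffer; % is set by controls: 0 for no effect and ±100 for the full control effect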
#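 Steps: virus added to U2OS suspension (4 h, RT, dark); medium with 10% FBS added, cells plated, 37 C overnight; FluxOr/Red40 loading buffer 45 min RT; stimulation buffer, 2 min kinetic read; rate constant normalized.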
# Mito fusion act: blocks mitochondrial division or promotes mitochondrial fusion; Potency, µM (series often up to 46.1 µM), for the others: at the highest dose growth rescue (activation), most hits filed as activators; 320,000 tested, 0.23% active; S. cerevisiae fusion-defective mutant growth rescue, CellTiterGlo 48 h;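 note: potency is the fitted concentration of half-maximal effect; % of control where 0% means no effect; nearly all actives have a fitted effect of over 45% in size; temperature-sensitive fusion mutants such as fzo1-1 at 37 °C on non-fermentable ethanol glycerol medium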
#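 Compounds are tested for their ability to restore growth of mitochondrial fusion-defective yeast strains at non-permissive 37C in YPEG medium over 48 hours. Viability is quantified by luciferase luminescence.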
# TSHR antagonist: human thyrotropin receptor antagonism; P16473; TSHR-expressing cells, TSH-stimulated cAMP HTRF, 2 h; stronger effect = lower value; activity change, negative = inhibition, % at 11.5 µM; 330,000 tested, 0.2% active;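 active = activity change below a set negative limit, meaning inhibition stronger than a set level, cut at about -70% in these data; inconclusive = activity change between two set negative limits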; note: % is set by controls: 0 for no effect and ±100 for the full control effect
#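 Antagonism was scored as loss of TSH-driven cAMP in TSHR cells, stimulated with 4nM TSH (EC80) for 2 hours at 37 deg C and detected by homogeneous HTRF competition immunoassay.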
# Eya2 phos inh: inhibitors of human Eya2 phosphatase activity | recombinant Eya2, OMFP fluorescence dephosphorylation (OMFP is methylfluorescein phosphate) | Potency, µM (doses to about 76.9 µM), for the others: at the top dose activity, negative = inhibition, hits mostly inhibitors | O00167 | 330,000 tested, 0.006% active; note: potency is the fitted concentration of half-maximal effect; % is set by controls: 0 for no effect and ±100 for the full control effect
#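 Eya2 (0.2 uM) preincubated 10 min at ambient with compound, then OMFP substrate added at 50 uM; 10 min reaction in 50 mM HEPES pH 7.5, 50 mM NaCl, 5 uM MgCl2, 0.05% BSA, 1 mM DTT. Fluorescence read at Ex 485/Em 525 nm.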
# USP2a inh: blocks human ubiquitin-specific protease USP2a; USP2 core, Ub-CHOP2 coupled fluorogenic reporter, 485/531; Potency, µM (highest dose often 38.3 µM), inactives show at the highest dose activity change, negative = inhibition, hits mostly inhibitors; 330,000 tested, 0.01% active; AID 463254;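 note: potency is the fitted concentration of half-maximal effect; plate controls were DMSO wells for no effect and full inhibition by NEM control for full effect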
# Target sequence (O75604 whole entry, looked up): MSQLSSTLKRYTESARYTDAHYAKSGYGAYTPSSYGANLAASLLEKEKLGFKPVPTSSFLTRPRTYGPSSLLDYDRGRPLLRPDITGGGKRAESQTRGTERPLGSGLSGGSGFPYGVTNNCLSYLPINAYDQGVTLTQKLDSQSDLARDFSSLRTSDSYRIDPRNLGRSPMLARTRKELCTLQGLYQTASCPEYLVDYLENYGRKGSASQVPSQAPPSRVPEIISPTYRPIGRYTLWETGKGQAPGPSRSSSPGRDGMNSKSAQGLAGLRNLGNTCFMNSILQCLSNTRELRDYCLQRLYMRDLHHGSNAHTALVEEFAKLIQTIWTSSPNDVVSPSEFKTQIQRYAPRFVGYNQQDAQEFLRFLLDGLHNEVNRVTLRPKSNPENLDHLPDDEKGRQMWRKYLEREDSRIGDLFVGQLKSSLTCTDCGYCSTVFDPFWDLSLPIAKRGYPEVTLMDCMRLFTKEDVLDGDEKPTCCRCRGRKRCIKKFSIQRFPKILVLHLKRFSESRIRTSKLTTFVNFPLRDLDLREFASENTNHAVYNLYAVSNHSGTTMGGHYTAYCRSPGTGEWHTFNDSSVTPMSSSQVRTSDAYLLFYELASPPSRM
#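 Deubiquitinase activity read as fluorescence (485/531 nm) after Ub-CHOP2 cleavage activates the enterokinase reporter on its substrate; USP2 core 10nM, Ub-CHOP2 and substrate 25nM each, 30min compound preincubation then 60min RT; data normalized to NEM, curves fitted.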
# Numbers without * were called inactive; ? = inconclusive; . = no result given; & = joins results of further samples; [ ] = dose if it differs, or a comment. Unless noted, calls come from the whole dose curve; as a rule, active = well fitted curve in the direction sought with a large enough effect; inconclusive = small, poorly fitted or top-dose-only effect, or another doubt; inactive = no such curve, though single readings can be large; an effect the other way counts as inactive or inconclusive. Only part of the results is shown; the hit share may differ from the screen's.
SMILES,KCNH2 WT inh,ELG1 repair inh,TCR act,A-T KAP1 phos,TRPV1 ag,KCNH2 3.1 inh,Mito fusion act,TSHR antagonist,Eya2 phos inh,USP2a inh
Cc1nn(-c2ccc(F)cc2)c(N)c1C1(O)C(=O)Nc2ccccc21 (centres undefined),30,-7%,-1%,-4%,1,-11,15%,-6,-19%,1%
CC(=O)OC1CCC2(C)C(=CCC3C2CCC2(C)C3CC3OC4(CCC(C)CN4)C(C)C32)C1 (centres undefined),2,11%,0%,-23%,3,-2,-12%,18,?,0%
CC(C)(O)c1cc2ccc(C#Cc3ccsc3)cc2c(=O)o1,17,?,2%,-2%,13,2,?,-12,9%,3%
CCN1C(=O)[C@H]2[C@@H](c3ccc(-c4cccc(Cl)c4)c(OC)c3)N3CCCC[C@@]3(C(=O)OC)[C@H]2C1=O,-4,-14%,-4%,0%,.,-3,.,10,23%,1%
CCN1CCN(S(=O)(=O)c2ccc(Cl)c(C(=O)NC3CCCCC3)c2)CC1,22,3%,2%,5%,2,-2,-2%,-7,-9%,1%
O=C(Cc1cccs1)N1CCN(c2ccc(F)cc2)CC1,-6,-9%,4%[46.1 µM],2%,27,-4,4%,4,-3%,0%
CN1CCCN(C(=O)CNC(=O)Cc2ccccc2)CC1,6,7%,-1%,9%,1,-2,-9%,25,10%,0%
Cc1nnc(NC(=O)CCS(=O)(=O)Cc2ccccc2)s1,-1,-6%,1%,1%,-2,-3,-5%,12,6%,-1%
Cc1ccc(CNC(=O)CCCc2c[nH]c3ccccc23)cc1,-1,1%,1%,-4%,?,-7,-3%,4,10%,3%
O=C(COC(=O)c1cc[n+]([O-])cc1)Nc1ccc(SC(F)F)cc1,10,?,-4%,-5%,6,-10,-3%,5,-1%,-2%
O=C(N/N=C1\C2CN3CCN(C2)CC1(c1ccccc1)C3)c1ccc(F)cc1,5,9%,-2%[46.1 µM],-1%,?,-22,-4%,-2,-2%,1%
O=C(N/N=C/c1ccc[nH]1)c1cc(-c2cccs2)nc2ccccc12,-4,?,-2%,-3%,6,-11,-10%,-3,7%,-4%
N#Cc1c(NC(=O)CSc2n[nH]c(Cc3ccccc3)n2)oc(-c2ccccc2)c1-c1ccccc1,3,?,0%,1%,1,0,3%,-2,-4%,-1%
Cc1cc(Cl)ccc1OCC(=O)Nc1ccc2oc(=O)ccc2c1,22,-21%,-1%,0%,19,-3,-3%,-12,0%,4%
CC1(C)Cn2c(nnc2-c2ccccc2)S1,-7,4%,-2%,.,-5,6,-4%,-3,-4%,1%
O=C(CN(C(=O)CCC(=O)Nc1nccs1)c1cccc(F)c1)NCc1ccc(F)cc1,1,27%,2%,2%,-1,-9,1%,6,1%,1%
Cc1cc(C)c(S(=O)(=O)N(C)CC(=O)NCC2CCCO2)c(C)c1 (centres undefined),-8,-3%,-2%,-2%,0,-12,-2%,0,-2%,2%
CC(=O)NCCc1ccc(S(=O)(=O)NCc2ccc3c(c2)OCO3)cc1,18,?,0%,3%,1,7,2%,0,-5%,3%
O=C(NCc1ccco1)C(c1cccs1)N(Cc1ccccc1)C(=O)Cn1nnc2ccccc21 (centres undefined),3,-6%,2%,-1%,-2,-3,1%,2,-15%,-3%
COc1ccc(/C=N/NC(=S)Nc2ccccc2)cc1COc1ccc(Br)cc1,-3,-15%,1%,-8%,3,-4,-4%,-10,3%,9%
CN(C(=O)CSc1nnc(Cc2cccs2)n1C1CC1)C1CCS(=O)(=O)C1 (centres undefined),-6,13%,2%,2%,-4,9,6%,27,15%,-1%
O=C(N/N=C/c1ccc(O)cc1)c1nc(-c2ccccc2)n(-c2ccccc2)n1,0,-15%,-8%[46.1 µM],9%,1,-34,-7%,-9,-8%,2%
CC(=O)Oc1ccc(C(=O)NCc2ccco2)cc1,0,21%,-59%,2%,0,28,2%,-7,7%,1%
Cc1ccc(C(O)c2nc3ccccc3n2C)cc1 (centres undefined),24,0%,0%,-7%,-2,1,-4%,32,-8%,0%
O=c1[nH]c(CSc2nc3ccccc3s2)nc2ccccc12,3,?,-6%,-32%,-1,-7,-3%,5,0%,-6%
COc1cccc2c1NC(C(=O)O)C1CC=CC21 (centres undefined),-13,-2%,8%[46.1 µM],2%,0,21,-5%,-4,3%,4%
CCc1cc(C(=O)N/N=C/c2ccc(O)cc2)c2ccccc2n1,-1,-14%,6%,0%,-3,-24,-1%,-17,1%,-1%
C/C(=N\Nc1nc2ccccc2s1)c1ccc2c(c1)OCO2,-16,?,-3%[46.1 µM],10%,9,16,9%,10,-3%,-2%
CN(c1ccc(OCC(=O)OCC(=O)NCc2ccco2)cc1)S(=O)(=O)c1ccc2ccccc2c1,14,6%,-5%,3%,-1,?,2%,-14,-7%,4%
CCOC(=O)c1nncc(-c2ccccc2)n1,-3,17%,5%,-1%,0,5,-9%,-7,4%,2%
c1ccc(Cn2c(CNc3nc4ccccc4n3CCN3CCOCC3)nc3ccccc32)cc1,10,?,6%,14%,?,-85*,-5%,-4,6%,-2%
CCOC(=O)N1CCC(Nc2c(NCCN3CCN(c4ccccc4F)CC3)c(=O)c2=O)CC1,-15&0,-11%,0%&1%,11%,1,10,-1%,-4,0%,4%
Cn1c(=O)c2c(nc(CN3CCC(Cc4ccccc4)CC3)n2CCN2CCOCC2)n(C)c1=O,18,-20%,3%,-2%,2,-1,2%,-8,-8%,0%
CCOC(=O)c1c(C)[nH]c(C(=O)CSc2ccccc2)c1C,-8,?,1%,11%,2,-3,7%,4,12%,1%
CC(C)(C)OC(=O)NCCc1nnc(S(=O)(=O)Cc2ccc(Cl)cc2Cl)o1,-2,15%,2%,2%,0,0,0%,-78*,21%,6%
CC(=O)c1cccc(NC(=O)C2CC(c3ccc(F)cc3)=NO2)c1 (centres undefined),1,1%,0%,.,?,5,5%,-5,-25%,-1%
O=C(CSc1ccc(-c2ccccc2)nn1)N1CCN(c2ccccc2)CC1,4,26%,-1%[46.1 µM],8%,9,-3,0%,12,-5%,-6%
N#C/C(=C\c1ccc(-c2ccccc2)o1)C(=O)Nn1cnnc1,-3,-7%,2%,-7%,2,16,-2%,-6,13%,-1%
CCN1C(=O)c2cccc3c(S(=O)(=O)Nc4ccc(O)c(C(=O)O)c4)ccc1c23,-7,-6%,5%,-11%,6,18,-2%,-2,-1%,2%
O=C(N/N=C/c1coc2ccccc2c1=O)c1ccc(Cl)cc1,-3,1%,5%,-1%,18,0,0%,3,9%,0%
Cc1c(NC(=O)Nc2ccccc2C(F)(F)F)c(=O)n(-c2ccccc2)n1C,-17,-1%,2%,-2%,-4,9,-3%,2,11%,0%
COc1ccc(CCNC(=O)c2nnn(-c3cccc(C)c3)c2N)cc1OC,-14,?,1%,2%,3,-3,-3%,-23,-18%,5%
COc1ccccc1S(=O)(=O)CC(O)COc1ccc(C#N)cc1 (centres undefined),-29,0%,-11%,1%,0,?,1%,-1,12%,-1%
CC1=C(C(=O)Nc2ccccc2)C(c2ccccc2[N+](=O)[O-])NC(=O)N1 (centres undefined),8,?,-2%,-1%,-1,-7,-2%,14,-12%,2%
Cc1ccc(OCC(=O)NS(=O)(=O)c2ccc(Cl)cc2)cc1,14,-7%,7%,-2%,-2,-2,5%,12,-5%,1%
COC(=O)c1ccc(/C=N/NC(=O)c2ccc3nc[nH]c3c2)cc1,-5,?,1%,4%,-2,-2,11%,17,0%,0%
Cc1ccccc1CS(=O)(=O)c1ccc(C(=O)N2CCOCC2)cc1[N+](=O)[O-],-13,-4%,-11%,-1%,0,16,-15%,-9,5%,1%
CC(C)NC(=O)C1CCN(C2CCN(C(=O)c3cc4c(s3)CCCCC4)CC2)CC1,21,-14%,0%,3%,0,-9,-3%,3,0%,1%
COCCOC(=O)c1c(C)oc2ccc(O)c(CN3CCC(C)CC3)c12,20,-1%,-2%,9%,0,8,18%,-12,8%,-1%
CCN1CCN(Cc2nc3c(c(=O)n(C)c(=O)n3C)n2CC(=O)c2ccccc2)CC1,6,15%,1%,-8%,0,-7,2%,-5,-29%,1%
Cc1ccc(NC(=S)N/C(=N/S(=O)(=O)c2ccccc2)c2ccccc2)cc1,-4&-2,?,0%&-2%,-2%,-3,-22&9,3%,-7,1%,3%

# In a second layout: 3 of the compounds above
compound	KCNH2 WT inh	ELG1 repair inh	TCR act	A-T KAP1 phos	TRPV1 ag	KCNH2 3.1 inh	Mito fusion act	TSHR antagonist	Eya2 phos inh	USP2a inh
Cc1c(NC(=O)Nc2ccccc2C(F)(F)F)c(=O)n(-c2ccccc2)n1C	-17	-1%	2%	-2%	-4	9	-3%	2	11%	0%
CC1=C(C(=O)Nc2ccccc2)C(c2ccccc2[N+](=O)[O-])NC(=O)N1 (centres undefined)	8	?	-2%	-1%	-1	-7	-2%	14	-12%	2%
Cc1ccc(OCC(=O)NS(=O)(=O)c2ccc(Cl)cc2)cc1	14	-7%	7%	-2%	-2	-2	5%	12	-5%	1%
